GPT2 inh: Primary qHTS assay for inhibitors of Glutamate pyruvate transaminase 2 (GPT2); Potency, µM (series often up to 57.7 µM), for the others: at the highest dose activity change, negative = inhibition, most hits filed as inhibitors; AID 1671188, 2021; Recombinant GPT2, coupled pyruvate oxidase/HRP Amplex Red fluorescence; Alanine aminotransferase 2 (Homo sapiens), Q8TD30; actives 0.25% (n = 100,000); note: potency is the fitted concentration of half-maximal effect; nearly all actives have a fitted effect of over 60% in size; many of its hits are not listed in these tables
Target sequence (Q8TD30 whole entry, looked up): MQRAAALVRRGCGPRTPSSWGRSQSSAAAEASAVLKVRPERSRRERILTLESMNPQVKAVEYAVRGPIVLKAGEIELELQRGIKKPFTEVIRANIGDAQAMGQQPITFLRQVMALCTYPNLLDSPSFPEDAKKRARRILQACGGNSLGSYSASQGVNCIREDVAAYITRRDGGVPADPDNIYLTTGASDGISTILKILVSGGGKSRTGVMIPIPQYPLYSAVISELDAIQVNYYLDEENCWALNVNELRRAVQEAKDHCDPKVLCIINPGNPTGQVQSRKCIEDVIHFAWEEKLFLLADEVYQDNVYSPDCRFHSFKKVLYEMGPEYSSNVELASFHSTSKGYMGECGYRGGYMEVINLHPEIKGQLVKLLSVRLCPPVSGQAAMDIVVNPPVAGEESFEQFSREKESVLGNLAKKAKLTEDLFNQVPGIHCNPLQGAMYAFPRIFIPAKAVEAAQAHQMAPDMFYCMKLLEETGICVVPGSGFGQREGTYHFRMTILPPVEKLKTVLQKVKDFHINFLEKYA
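Recombinant GPT2 (10ng/uL) with 250uM a-KG and 2mM L-alanine, 30 min at room temperature, in HEPES pH 7.5 buffer. Pyruvate detected by pyruvate oxidase/HRP/Amplex Red fluorescence after 30 min in the dark; AOA (50uM) as positive control.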
IP6K1 inh: Primary qHTS assay for small molecule inhibitors of Inositol hexaphosphate kinase 1 (IP6K1); Inositol hexakisphosphate kinase 1 (Homo sapiens), Q92551; IP6K1 kinase, ADP-Glo luminescence, 2 h; hits give low values; activity change, % (series mostly up to about 58 µM); actives 0.81% (n = 140,000); AID 1645851, 2021; in the data active = activity change below about -25%
Target sequence (Q92551 whole entry, looked up): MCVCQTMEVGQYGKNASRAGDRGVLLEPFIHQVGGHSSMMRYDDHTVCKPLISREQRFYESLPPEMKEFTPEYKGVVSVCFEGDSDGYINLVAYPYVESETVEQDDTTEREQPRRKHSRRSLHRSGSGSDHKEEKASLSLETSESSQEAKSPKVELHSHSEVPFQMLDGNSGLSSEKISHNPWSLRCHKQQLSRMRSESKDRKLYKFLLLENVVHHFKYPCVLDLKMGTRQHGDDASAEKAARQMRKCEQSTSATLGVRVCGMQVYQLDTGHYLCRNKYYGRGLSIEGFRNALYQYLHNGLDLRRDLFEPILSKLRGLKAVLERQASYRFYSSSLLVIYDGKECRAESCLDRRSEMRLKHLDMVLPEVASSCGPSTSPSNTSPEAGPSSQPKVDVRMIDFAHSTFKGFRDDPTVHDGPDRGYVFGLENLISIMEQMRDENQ
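ADP-Glo luminescence measures ADP made by human IP6K1 during a 2 h RT reaction with ATP/IP6 (mix at 1.3 mM/130 uM); top library doses 57.5 and 19.1 uM final.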
3T3 cytotox: Cytotoxic Profiling in NIH 3T3 Cell Line of Diverse Libraries Using Quantitative High-Throughput Screening; NIH 3T3 viability, CellTiter-Glo ATP luminescence, 48-72 h; Potency, µM (highest dose often 96.7 µM), for the others: at the top dose activity change, negative = cytotoxicity, most hits filed as inhibitors; actives 4.3% (n = 94,000); note: potency is the fitted concentration of half-maximal effect; nearly all actives have a fitted effect of over 55% in size
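Cytotoxicity is measured as loss of cellular ATP: NIH 3T3 cells (400/well) are exposed to compound for 48 or 72 hr at 37 °C, then CellTiter-Glo luminescence is imaged after 10 min at room temperature.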
SNCA viab count: GF-AFC viability counterscreen for inhibitors of alpha-synuclein gene (SNCA) expression. HEK-293-SNCA-luc viability, GF-AFC fluorescence, 24 h. Potency, µM (top dose mostly 57.1 µM), inactives show at the top dose activity change, negative = cytotoxicity, usual class: cytotoxic. actives 0.12% (n = 150,000);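 note: potency is the fitted concentration of half-maximal effect; 0% = DMSO-treated cells and -100% = medium-only wells without cells; nearly all actives have a fitted effect of over 30% in size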
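Cytotoxicity counterscreen: after 24 h compound treatment of genome-edited SNCA-luciferase HEK-293 cells, live-cell protease substrate GF-AFC read by fluorescence after 30 min; activity scaled between DMSO (0%) and medium-only (-100%), curves Hill-fitted.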
FLuc inh: Firefly luciferase inhibition profiling of diverse chemical library using quantitative high-throughput screening; Luciferin 4-monooxygenase (Photinus pyralis), P08659; actives 2.5% (n = 76,000); purified P. pyralis luciferase, luminescence, biochemical; Potency, µM (doses to about 115 µM), inactives show at the highest dose activity change, negative = inhibition, actives largely listed as inhibitors; note: potency is the fitted concentration of half-maximal effect; nearly all actives have a fitted effect of over 65% in size
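Luminescence read by CCD imager after adding enzyme (10nM final) to wells holding compound, titrated in qHTS. Substrates 10uM each D-luciferin and ATP; buffer 50mM Tris acetate pH 7.5, 10mM Mg acetate, Tween-20, BSA.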
SNCA expr inhib: Primary qHTS assay for inhibitors of alpha-synuclein gene (SNCA) expression; HEK-293 SNCA-luciferase knock-in, luminescence, 24 h; Potency, µM (series often up to 57.2 µM), for inactives: top-dose activity change, negative = inhibition, hits mostly inhibitors; actives 0.17% (n = 140,000); AID 1671194, 2021;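 note: potency is the fitted concentration of half-maximal effect; plate controls were DMSO cells for no effect and cell-free wells for full effect; nearly all actives have a fitted effect of over 45% in size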
HEK cytotox: Cytotoxic Profiling in HEK 293 Cell Line of Diverse Libraries Using Quantitative High-Throughput Screening; HEK 293 viability, ATP luminescence (CellTiter-Glo), 48-72 h; actives 6.6% (n = 94,000); Potency, µM (highest dose often 115 µM), for the others: at the highest dose activity change, negative = cytotoxicity, usual class: inhibitors; AID 1345083, 2018; note: potency is the fitted concentration of half-maximal effect; nearly all actives have a fitted effect of over 60% in size
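qHTS cytotoxicity; HEK 293, 250 cells/well; compound pinned; 48 or 72 hr, 37 degree Celsius, 5% CO2, 95% humidity; CellTiter-Glo, 10 min RT; luminescence (ATP).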
The depositor's hits bear a star; & = joins results of further samples; [ ] = remark or other dose. Unless noted, calls come from the whole dose curve; as a rule, active = well fitted curve in the direction sought with a large enough effect; inconclusive = small, poorly fitted or top-dose-only effect, or another doubt; inactive = no such curve, though single readings can be large; an effect the other way counts as inactive or inconclusive. Unless noted, % is set by controls: 0 for no effect and ±100 for the full control effect.

How did O=C(NCC1CC1)c1ccnc(-c2nnc3ccc(Nc4ccccc4)nn23)c1 do in these assays?
GPT2 inh: 2%[88.5 µM]; IP6K1 inh: -18; 3T3 cytotox: inconclusive; SNCA viab count: inconclusive; FLuc inh: -8%[172 µM]; SNCA expr inhib: -6%[87.6 µM]; HEK cytotox: inconclusive

How did Cc1ccsc1CN1CCOc2cc([S+](=O)([O-])Nc3cccnc3)ccc2C1 do in these assays?
GPT2 inh: -23%[88.5 µM]; IP6K1 inh: 5; 3T3 cytotox: inconclusive; SNCA viab count: -1%[87.6 µM]; FLuc inh: -3%[172 µM]; SNCA expr inhib: 4%[87.6 µM]; HEK cytotox: inconclusive

How did COc1ccc(-c2noc(CSc3nnc(-c4ccccc4)n3C)n2)cc1 do in these assays?
IP6K1 inh: -8; SNCA viab count: -17%; SNCA expr inhib: 22%

How did CN1C[C@H](NCc2ccc(F)cc2)CCC[C@@H](C(=O)NC2CCOCC2)CC1=O do in these assays?
GPT2 inh: -8%[88.5 µM]; IP6K1 inh: 1; 3T3 cytotox: -4%[174 µM]; SNCA viab count: -2%[87.6 µM]; FLuc inh: 12%[172 µM]; SNCA expr inhib: 0%[87.6 µM]; HEK cytotox: -23%[172 µM]

How did CNC(=O)Oc1ccc2c(c1)[C@]1(C)CCN(C)[C@@H]1N2C do in these assays?
GPT2 inh: -12%; IP6K1 inh: 3&-3; SNCA viab count: -4%; SNCA expr inhib: -2%

Results for N#Cc1ccc(O[C@@H]2COCC[C@H]2NC(=O)CCCn2cccn2)cc1 ?
GPT2 inh: inactive; IP6K1 inh: 6; 3T3 cytotox: inactive; SNCA viab count: 5%; FLuc inh: 1%; SNCA expr inhib: 21%; HEK cytotox: inactive

What do the screens show for `Cc1ccc(C)c(NC(=O)N2CCCC(Cn3c(C4CC4)nc4cccnc43)C2)c1` (stereo unspecified)?
GPT2 inh: -2%; IP6K1 inh: -8; 3T3 cytotox: -17%; SNCA viab count: -12%; FLuc inh: 0%; SNCA expr inhib: 0%; HEK cytotox: -18%

How did Cc1ccc2c(=O)c(C(=O)c3cccc(Cl)c3)cn(CC(=O)Nc3ccccc3C(F)(F)F)c2n1 do in these assays?
IP6K1 inh: 39; SNCA viab count: -8%; SNCA expr inhib: -9%

What do the screens show for `Cc1cn(C)c(CC(=O)N2CCN(c3cccc(C(F)(F)F)c3)CC2)c1C(=O)O`?
IP6K1 inh: -5; SNCA viab count: 7%; SNCA expr inhib: 11%

Results for Cc1cc(OC2CN([S+](=O)([O-])c3cccs3)C2)ccc1F ?
GPT2 inh: -29%[88.5 µM]; IP6K1 inh: -15&-5; 3T3 cytotox: inconclusive; SNCA viab count: -1%&-6%[87.6 µM]; FLuc inh: 0%&4%[172 µM]; SNCA expr inhib: inconclusive; HEK cytotox: inconclusive

What do the screens show for `O=C(CC1Nc2cccc3cccc(c23)NC1=O)Nc1ccc(F)cc1` (stereo unspecified)?
IP6K1 inh: -13; SNCA viab count: -7%; SNCA expr inhib: -16%

Results for COCCN1C(=O)[C@H]2CN(Cc3cc(Br)ccc3F)C[C@H]2C1=O ?
GPT2 inh: inactive; IP6K1 inh: -10; 3T3 cytotox: -19%; SNCA viab count: 4%; FLuc inh: -1%; SNCA expr inhib: 4%; HEK cytotox: -27%

Pulled one by one from the entries so far:
How did CN1C[C@H](NCc2ccc(F)cc2)CCC[C@@H](C(=O)NC2CCOCC2)CC1=O do in these assays?
GPT2 inh: -8%[88.5 µM]; IP6K1 inh: 1; 3T3 cytotox: -4%[174 µM]; SNCA viab count: -2%[87.6 µM]; FLuc inh: 12%[172 µM]; SNCA expr inhib: 0%[87.6 µM]; HEK cytotox: -23%[172 µM]

Results for N#Cc1ccc(O[C@@H]2COCC[C@H]2NC(=O)CCCn2cccn2)cc1 ?
GPT2 inh: inactive; IP6K1 inh: 6; 3T3 cytotox: inactive; SNCA viab count: 5%; FLuc inh: 1%; SNCA expr inhib: 21%; HEK cytotox: inactive

What do the screens show for `Cc1cn(C)c(CC(=O)N2CCN(c3cccc(C(F)(F)F)c3)CC2)c1C(=O)O`?
IP6K1 inh: -5; SNCA viab count: 7%; SNCA expr inhib: 11%

How did COc1ccc(-c2noc(CSc3nnc(-c4ccccc4)n3C)n2)cc1 do in these assays?
IP6K1 inh: -8; SNCA viab count: -17%; SNCA expr inhib: 22%

New compounds follow.
What do the screens show for `COc1ccc2c(=O)n(CC(=O)N3CCCOCC3)ccc2c1OC`?
GPT2 inh: inactive; IP6K1 inh: 6; 3T3 cytotox: -17%; SNCA viab count: 7%; FLuc inh: -3%; SNCA expr inhib: 20%; HEK cytotox: -5%

How did CN(C)C(=O)N1Cc2ccccc2OC2(CCN(C(=O)CCCNC(N)=O)CC2)C1 do in these assays?
GPT2 inh: -6%; IP6K1 inh: -7; 3T3 cytotox: -11%; SNCA viab count: -1%; SNCA expr inhib: -8%; HEK cytotox: -8%

Results for O=C(N[C@@H]1CCOC[C@H]1Oc1cccc(F)c1)c1cnc2ccccn2c1=O ?
GPT2 inh: 0%[11.5 µM]; IP6K1 inh: -42*; 3T3 cytotox: -31%; SNCA viab count: 5%; FLuc inh: -5%; SNCA expr inhib: 3%; HEK cytotox: -27%

Results for CCN(CC)S(=O)(=O)c1nnc(NC(=O)COc2cccc(C)c2)s1 ?
IP6K1 inh: 21; SNCA viab count: 9%; SNCA expr inhib: 9%

What do the screens show for `CNCCN1C(=O)CC[C@H]2CN(C(=O)NCc3ccccc3)CC[C@H]21`?
GPT2 inh: 3%; IP6K1 inh: 0; 3T3 cytotox: 2%; SNCA viab count: -4%; FLuc inh: 0%; SNCA expr inhib: 2%; HEK cytotox: -8%

How did CC(=O)Nc1c(C)nn(-c2ccccc2)c1N1CCC(C(=O)Nc2ccc(C)cc2Cl)CC1 do in these assays?
IP6K1 inh: 7; SNCA viab count: 1%; SNCA expr inhib: 0%

Results for Cc1ccc(-c2cc(C(F)(F)F)n3nc(C(=O)Nc4ccc(Cl)cc4Cl)cc3n2)cc1 ?
IP6K1 inh: -21; SNCA viab count: 9%; SNCA expr inhib: -20%

How did NC(=O)C1(c2nc(COc3ccccc3)nn2-c2ccc3c(c2)OCO3)CC1 do in these assays?
GPT2 inh: inactive; IP6K1 inh: -8; 3T3 cytotox: 1%; SNCA viab count: 0%; FLuc inh: 2%; SNCA expr inhib: 8%; HEK cytotox: 4%

What do the screens show for `Cc1oc(-c2ccc(Cl)cc2)nc1CN1CCCC(C(=O)NCCc2ccccc2)C1` (stereo unspecified)?
IP6K1 inh: -5; SNCA viab count: 1%; SNCA expr inhib: 37%[activator]

Results for CN(C(=O)CSc1nc2ccc(NC(=O)COc3ccccc3Cl)cc2s1)c1ccccc1 ?
IP6K1 inh: -3; SNCA viab count: inconclusive; SNCA expr inhib: 65%[activator]

What do the screens show for `Cc1noc(C)c1S(=O)(=O)N1CCCCCCNC(=O)[C@@H]2CCC[C@@H]21`?
GPT2 inh: 4%; IP6K1 inh: -8; 3T3 cytotox: -2%; SNCA viab count: 2%; FLuc inh: 5%; SNCA expr inhib: 6%; HEK cytotox: -2%

Results for Cn1ncc2c(C(=O)NCC3CC3)cc(C(C)(C)C)nc21 ?
GPT2 inh: inactive; IP6K1 inh: -6; 3T3 cytotox: inconclusive; SNCA viab count: 8%[87.6 µM]; SNCA expr inhib: -3%[87.6 µM]; HEK cytotox: inconclusive

How did CCc1noc(-c2ccn3c(CNC(=O)c4cc(F)ccc4F)nnc3c2)n1 do in these assays?
GPT2 inh: 5%; IP6K1 inh: -6; 3T3 cytotox: -6%; SNCA viab count: -6%; FLuc inh: 2%; SNCA expr inhib: 6%; HEK cytotox: inactive

How did O=C(Nc1ccc(Cl)cc1)C1CCCN(C(=O)c2cccc(-c3ccco3)c2)C1 (stereo unspecified) do in these assays?
GPT2 inh: inactive; IP6K1 inh: 14; SNCA viab count: -25%

How did CNC(=O)c1cc(C2CC2)nc2c1c(C1CCN([S+](C)(=O)[O-])C1)nn2C (stereo unspecified) do in these assays?
IP6K1 inh: 2; 3T3 cytotox: -14%; HEK cytotox: 4%

What do the screens show for `O=C(Nc1ccc2oc(-c3cccnc3)nc2c1)c1ccc(-c2ccccc2OC(F)(F)F)o1`?
IP6K1 inh: -1; SNCA viab count: 11%; SNCA expr inhib: -4%

How did Fc1ccc(CN2CCC(Nc3ccc(C(F)(F)F)nn3)CC2)cc1F do in these assays?
GPT2 inh: -6%; IP6K1 inh: -12; SNCA viab count: -14%

Results for Cc1cccc(CS(=O)(=O)c2ncc(Cl)c(C(=O)Nc3nnc(C(C)C)s3)n2)c1 ?
IP6K1 inh: 8; SNCA viab count: inconclusive; SNCA expr inhib: inconclusive

How did COc1ccc(/C=C/c2nc(C#N)c(NCc3ccc(C)cc3)o2)cc1OC do in these assays?
IP6K1 inh: -22; SNCA viab count: 9%; SNCA expr inhib: -5%

What do the screens show for `O=C(c1cccs1)N1CCC(OCC2CC2)C1` (stereo unspecified)?
GPT2 inh: inactive; IP6K1 inh: -2; 3T3 cytotox: -9%; SNCA viab count: 4%; FLuc inh: 1%; SNCA expr inhib: -13%; HEK cytotox: 8%

What do the screens show for `COc1ccccc1NC(=O)CCCc1nnc2n(C)c(=O)c3sccc3n12`?
IP6K1 inh: 6; SNCA viab count: -5%; SNCA expr inhib: 7%

How did CC1(C)CN(C(=O)c2ncc(F)cc2F)CCC1(O)CN1CCOCC1 (stereo unspecified) do in these assays?
GPT2 inh: -1%; IP6K1 inh: 16; 3T3 cytotox: -8%; SNCA viab count: 2%; FLuc inh: 9%; SNCA expr inhib: -1%; HEK cytotox: -2%

What do the screens show for `Cc1ccc(C(=O)N2CCC(N3CCNC3=O)CC2)cc1`?
GPT2 inh: 1%[88.5 µM]; IP6K1 inh: -6; 3T3 cytotox: -5%[138 µM]; SNCA viab count: 5%[87.6 µM]; SNCA expr inhib: -28%[87.6 µM]; HEK cytotox: -11%[172 µM]

What do the screens show for `Cc1cn2cc(C(=O)N3CCC(Oc4cccnc4)CC3)ccc2n1`?
GPT2 inh: inactive; IP6K1 inh: -3; 3T3 cytotox: -25%; SNCA viab count: 14%; FLuc inh: -5%; SNCA expr inhib: -8%; HEK cytotox: -3%

A portion of the library (hit frequency here may not be typical).
